# HSF1 inh: HSF1 inhibition. NIH3T3-HGL HSE-luciferase, MG132-induced, luminescence 8 h; stronger effect = lower value. activity change, negative = inhibition, % at 7.5 µM (by protocol). 0.77% of 300,000 active. AID 2098;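 active = more than half of replicate wells show activity change below -50%, luminescence cut by over half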;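 also: luciferase reports HSF-1 transcriptional activity via heat shock element; 0% = median of DMSO wells and -100% = zero luminescence signal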
# SKKanGAS inh: SKKanGAS growth inhibition. S. pyogenes SKKanGAS, kanamycin growth, BacTiter-Glo, 6 h. inhibition, % at 7.5 µM. 1.3% of 300,000 active. AID 1662;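 active = mean replicate score, as percent of positive control median, at least 50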;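 also: strain carries kanamycin resistance gene driven by streptokinase promoter and grows in 40 µg/ml kanamycin; loss of luminescence reflects streptokinase promoter inhibition or plain growth inhibition; 0% = median of DMSO wells and 100% = positive control at its reference dose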
# aSyn 5UTR inh: 5' untranslated region of α-synuclein, MLPCN primary screen | alpha-synuclein 5'UTR reporter, inhibitor activity | inhibition, % (tested at 7.5 µM) | 0.82% of 300,000 active | AID 1813; in the data active = inhibition above about 60%;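 also: H4 neuroglioblastoma cells stably carrying SNCA 5'UTR luciferase fusion; 0% = DMSO wells and 100% = positive control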
# AI-2 QS mod: modulators of Vibrio harveyi AI-2 quorum sensing system; Vibrio harveyi JMH597 AI-2 luminescence/OD600 ratio, 9 h; stronger effect = lower value; strain lacks LuxN and CqsS sensors; 0 = neutral-control median; activity change, % at 7.5 µM; 0.4% of 300,000 active; AID 2094; in the data active = activity change below about -75%, passing the limit was not always enough;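 also: luminescence divided by OD600 gain over 9 h not by final OD600 alone; inactives centre near 13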
# HSP90 refold inh: blocks HSP90-mediated luciferase refolding in reticulocyte lysate. inhibition, % at 5.6 µM. Rabbit reticulocyte lysate, luciferase refolding luminescence, 3 h. 0.91% of 290,000 active. AID 1789;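 active = inhibition above the screen-wide mean plus 3 SD, computed separately per campaign, cut at about 16% in these data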;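 also: 0% = DMSO wells and 100% = 60 µM geldanamycin wells; inhibitors lower the luminescence because luciferase stays unfolded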
# HIF activator: HIF pathway transcriptional activation; activation, % at 7.5 µM (by protocol); 0.32% of 300,000 active; U2OS HRE-luciferase reporter, luminescence; normalized: DMSO 0%, desferrioxamine 100%;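 active = mean activation of at least 10% of the iron chelator positive control signal, with at least half of replicates also reaching 10%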
# KLF5 inhibitor: inhibitors of KLF5 expression | 0.23% of 290,000 active | DLD-1 KLF5 promoter-luciferase reporter, luminescence | AID 1700 | inhibition, % at 5 µM;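 active = inhibition above a per-plate limit of that plate's mean compound inhibition plus 3 SD, cut at about 60% in these data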;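 also: 0% = DMSO wells and 100% = LY294002 at 200 µM; higher means less KLF5 promoter-driven luciferase light; inactives centre near -14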
# IEC-6 tox: kills IEC-6 intestinal cells in KLF5 counter-screen. IEC-6 cytotoxicity, luminescence viability. inhibition, % at 5 µM. 0.78% of 290,000 active. AID 1825; in the data active = inhibition above about 22%;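 also: 0% = plate median of test compound wells and 100% = cytotoxic reference compound wells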
# Platelet DG rel: platelet dense granule release activity; AID 1663; human platelet-rich plasma, SFLLRN dense granule ATP release, luminescence; inhibition, %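 (compounds screened at 7.5 µM in platelet-rich plasma)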; 0.22% of 300,000 active;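 active = mean replicate score, as percent of positive control, at or above 50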
# HSF1 activator: increases HSF-1 driven luciferase reporter signal; NIH3T3-HGL HSF-1 luciferase reporter, MG132, 8 h; 100% = twice DMSO control signal; activation, % at 9 µM; 1.7% of 300,000 active; AID 504408;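 active = mean replicate activation of at least 50% with a set share of replicates each reaching 50%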;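 also: 0% = median of the neutral control wells and 100% = twice that signal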
# Starred values were filed as active, the others as inactive; . = not tested or not shown.
SMILES,HSF1 inh,SKKanGAS inh,aSyn 5UTR inh,AI-2 QS mod,HSP90 refold inh,HIF activator,KLF5 inhibitor,IEC-6 tox,Platelet DG rel,HSF1 activator
C/C=C/C(=O)N1CC2(CC(c3cccc(NC(=O)CC)c3)=NO2)C[C@H]1C(N)=O (some centres not stated),-4.3,5.2,-0.5,21.4,.,-0.2,.,.,0.9,-7.1
Cc1ccc(S(=O)(=O)N2CCC(C(=O)C3C(=O)CCCC3=O)CC2)cc1,-2.3,-7.7,17.4,15.5,-1.5,0.5,-25.1,1.8,7.2,24.3
COc1ccccc1NC(=O)NCC(=O)Nc1c(C)cccc1C,-4.6,-1.2,-3.6,14.2,-1.9,-1.1,7.8,-2.4,5.2,-1.2
COC(C(=O)N/N=C(\C)c1ccc(O)cc1)c1ccccc1 (configuration not stated),1.0,0.9,-1.3,.,2.9,-0.5,-30.2,5.0,8.3,-17.4
CCOc1ccc(N2C(=O)CC(NCCNc3ccc([N+](=O)[O-])cn3)C2=O)cc1 (configuration not stated),5.6,3.0,-1.8,2.7,23.6*,0.0,-21.6,-4.1,8.2,-12.4
COc1ccc(C(=O)NCCS(=O)(=O)N(C)C2CCCCC2)cc1,-0.1,-6.7,0.6,10.1,.,0.5,.,.,4.2,-8.7
CC(Oc1cc2oc(=O)c3c(c2cc1Cl)CCCC3)C(=O)NCCN1CCOCC1 (configuration not stated),3.8,-8.2,18.1,18.6,-1.4,-0.3,-17.2,-5.0,0.5,-3.6
COc1ccc(Cc2c(C)nc(N)nc2Cl)cc1,-2.1,-5.2,4.3,8.0,-0.2,-0.1,-8.3,-1.4,0.1,4.2
C#CCOCCOCCOCCNc1nc(N2CCN(C(=O)Cn3cc(CC(C)O)nn3)CC2)nc(N2CCN(C(=O)Cn3cc(CC(C)O)nn3)CC2)n1 (configuration not stated),1.4,-4.0,-6.5,11.1,0.2,0.2,2.9,0.4,8.8,5.8
Cc1cc(Cl)ccc1C(=O)C1CCCN(C(=O)c2cscn2)C1 (configuration not stated),2.4,3.5,8.6,-1.2,-0.5,-0.2,-7.3,6.4,-0.8,-11.5
CCCCCCn1c(CN2CCCCC2)nc2c1c(=O)n(C)c(=O)n2C,2.8,4.7,21.9,-2.2,-1.2,.,0.9,-2.7,-4.2,13.4
Clc1nc(-c2ccccc2)cc(-c2ccc(Br)cc2)n1,6.1,8.4,-54.7,1.8,-0.7,0.7,-11.9,13.4,-3.5,9.7
Cc1cc2c(C)c(C)c(=O)[nH]c2cc1N,22.6,17.6,12.2,14.6,5.0,0.4,5.3,3.3,-0.7,38.6
CCN(CC(=O)Nc1c(F)cccc1F)C(=O)CCSc1ccc(F)cc1,4.3,-2.8,6.4,30.8,.,-1.6,.,.,7.6,9.1
COCCN(C(=O)CSc1nncn1-c1ccccc1)c1c(N)n(Cc2ccccc2)c(=O)[nH]c1=O,0.3,-3.1,-0.9,-4.6,-1.7,-0.1,-18.7,-0.3,11.0,-9.5
Cc1ccc(C(=O)CCC(=O)Nc2ccc(Cl)c(S(=O)(=O)Nc3cccc(Cl)c3)c2)cc1,2.6,36.1,26.6,27.6,5.6,-0.1,-8.9,1.2,-5.1,2.0
Cc1cccn2c(=O)c(/C=N/O)c(N3CCOCC3)nc12,-2.1,-15.3,17.7,19.7,2.1,-0.3,-0.5,0.9,-3.1,-7.4
CC(NC(=S)NCCCN1CCOCC1)C12CC3CC(CC(C3)C1)C2 (configuration not stated),.,.,.,5.8,-1.5,.,-18.2,3.9,.,.
O=C(Nc1ccc(S(=O)(=O)N2CCCCC2)cc1)C1CCCO1 (configuration not stated),-1.3,-5.3,-3.5,16.4,-1.5,-0.7,-2.0,-0.8,1.0,-6.4
O=C(NCCc1c[nH]c2ccccc12)C(=O)c1c[nH]c2ccccc12,8.2,-0.2,-19.1,-90.1*,-4.4,-0.3,4.1,15.0,3.8,32.4
CC(C)(C)NC(=O)NC(=O)CN1CCN(c2ccc(O)cc2)CC1,-3.9,-7.5,-9.1,3.5,-1.5,0.3,2.1,2.7,1.4,-9.6
COc1ccccc1C1c2[nH]c3ccccc3c2C[C@H]2C(=O)N(C3CCN(Cc4ccccc4)CC3)CC(=O)N12 (some centres not stated),-1.0,-2.5,22.7,50.5,2.6,-0.8,-27.6,-9.2,-5.4,17.7
CCN(CC)S(=O)(=O)c1ccc(C(=O)OC2CCCCC2CN(C)C)cc1 (configuration not stated),-8.8,4.2,14.2,26.4,-3.4,-0.4,-24.2,-7.0,-1.3,-0.1
CCOC(=O)C1=C(COC(=O)CCOc2cccc(C)c2)NC(=O)NC1C (configuration not stated),12.7,-3.5,25.0,-45.9,.,-0.6,.,.,7.0,35.5
Cc1ccc(-c2n[nH]c(=S)n2/N=C/c2ccc(C(=O)O)cc2)cc1,1.7,3.8,17.3,18.5,-3.9,-0.1,-62.1,-1.5,7.0,8.9
CNC(=O)C(=O)N1CCC2(CC1)OCCN2S(=O)(=O)c1ccc(C)cc1,0.3,2.3,3.6,8.0,.,1.4,.,.,2.4,-4.3
COC(=O)c1c(NC(=O)c2ccccc2N(C)S(=O)(=O)c2ccccc2)sc2c1CCCC2,8.1,16.6,-1.1,18.4,0.0,1.5,28.4,5.7,1.7,0.7
CCCC(c1nnnn1CS(=O)(=O)c1ccc(C)cc1)N1CCN(CC)CC1 (configuration not stated),-2.8,5.7,-8.0,17.7,3.9,-0.1,-13.5,13.1,-1.1,-2.9
COc1ccc(C[C@H](C)NC[C@@H](O)c2ccc(O)c(NC=O)c2)cc1,9.6,-2.6,-20.6,20.3,.,0.1,.,.,4.9,12.4
COc1cccc(CN2CC(C(=O)NCCc3ccc(C)s3)CCC2=O)c1 (configuration not stated),-4.7,-8.6,-0.5,22.7,5.5,-0.6,-30.8,-0.5,0.7,25.6
CC(C)(C)c1ccc(OCC(=O)OCCNC(=O)c2cccnc2)cc1,-0.9,-6.9,-5.4,4.4,-0.4,0.4,-22.6,1.5,2.2,-8.8
O=C(NCc1ccc(F)cc1)c1cc(C(=O)C2CC2)c[nH]1,-1.2,-3.2,19.1,6.8,-3.7,-0.2,-4.4,-3.9,-29.6,-4.5
O=C(CCNS(=O)(=O)c1cccs1)Nc1ccccc1F,1.6,-1.7,-1.9,22.1,-0.2,0.1,-19.5,1.4,0.1,13.4
COc1cc(C(=O)NCC(=O)OCC(=O)c2cccc3ccccc23)cc(OC)c1OC,-0.3,-4.1,-6.9,23.2,1.4,-0.2,-3.3,3.9,25.9,3.9
COc1ccc(C(=O)NN2CC(O)=C(c3nc4ccccc4n3C)C2=N)cc1OC,-7.0,3.6,4.3,6.2,-0.3,0.0,-25.4,-2.1,14.8,-1.7
Cc1nc(SCc2ccc(Cl)c(Cl)c2)ncc1C(=O)O,-11.3,11.5,11.7,9.7,1.2,-0.4,-6.8,1.4,-1.8,-4.4
O=C(Cn1ccc(C(F)(F)F)n1)N/N=C/c1ccc(N2CCOCC2)cc1,-7.8,3.1,-26.0,14.3,2.9,0.0,-35.6,-3.6,-0.1,0.2
N=C1C(c2ccccc2)=C(O)C2CCc3ccccc3N12 (configuration not stated),13.8,-7.6,-9.2,31.2,-0.9,0.0,-34.1,2.0,4.2,5.3
CC(=O)N1N=C(c2ccncc2)CC1c1ccccc1O (configuration not stated),-2.1,-6.2,10.5,7.6,-1.4,0.3,-5.4,-8.8,1.9,-2.9
CCc1cc(=O)[nH]c(SCC(=O)N2CCOCC2)n1,-2.1,-0.3,4.1,24.4,.,0.0,.,.,0.0,-4.9
CCN1CCC(n2nccc2NC(=O)c2ccccc2Cl)CC1,-4.1,1.7,9.7,15.4,-1.4,-0.3,-22.7,-5.8,-2.5,-10.2
COc1cccc(CNC(=O)CCCCCn2c(=S)[nH]c3ccc(N4CCOCC4)cc3c2=O)c1,-7.5,1.4,1.4,50.0,1.5,-1.9,-23.1,-5.7,3.5,1.5
O=C(CSc1nnc(-c2ccccc2)o1)N1CCN(c2ccccc2)CC1,-9.4,-6.0,-10.4,15.5,-1.0,-0.3,-13.4,7.1,-14.6,-4.1
COc1ccc(OCC(=O)Nc2ccc(NC(=O)c3ccco3)cc2)cc1,1.2,-0.5,-23.3,6.8,1.5,1.2,-28.6,0.8,8.9,16.7
CCn1c(SCC(=O)Nc2c(C)n(C)n(-c3ccccc3)c2=O)nc2c1c(=O)n(C)c(=O)n2C,2.9,0.1,4.6,26.0,3.6,-0.5,-8.7,1.0,-2.2,-3.5
O=C(CCC(=O)OCC(=O)c1ccc(-c2ccccc2)cc1)Nc1cccc2cccnc12,-16.5,3.7,-12.6,7.5,0.0,-0.9,-23.3,5.2,-2.0,-38.2
NC(=O)CCc1c[nH]c2ccccc12,-9.2,0.8,-9.0,13.9,-5.9,-0.2,-19.8,-10.7,2.2,-12.3
CC(C)(C)c1ccc(S(=O)(=O)N2CCCC2C(=O)NC2=NCCS2)cc1 (configuration not stated),-3.7,0.3,15.0,23.5,1.1,-1.4,11.3,1.0,.,0.6
COc1ccc(C(NC(C)=O)c2nccc3cc(OC)c(OC)cc23)cc1OC (configuration not stated),0.9,0.3,8.3,7.6,-5.0,-1.3,-36.4,6.1,11.8,-11.9
Cc1cc(C(=O)NNC(=O)c2sccc2C)c(C)o1,7.6,5.0,-46.2,4.4,.,2.3,.,.,-3.0,23.8
CCN1CCN(C(=O)c2ccc(CSc3ccc(C)cc3)cc2)CC1,1.3,10.9,6.6,17.9,-0.3,0.5,-10.9,-6.3,2.5,20.0
N#CCCn1nc(-c2ccccc2)c2ccccc2c1=O,1.1,-1.6,24.1,-0.2,0.3,-8.4,-26.2,-1.6,5.2,-7.8
O=C(CCc1nnc(Cc2ccc(-c3ccccc3)cc2)o1)NCC1CC1,-4.0,2.6,20.9,16.9,2.4,-2.6,-2.6,0.4,6.6,1.3
CC1=CC2=NC(=O)CC(C)(C(=O)N(CC(=O)NC3CCCC3)Cc3ccc(Cl)cc3)N2C=C1 (configuration not stated),-5.6,-0.9,-5.9,12.0,0.3,-0.2,14.1,2.2,0.7,-21.0
O=S(=O)(N1CCCCC1)N1CCNCC1,-4.1,5.4,2.5,15.0,4.4,0.0,-14.5,-0.8,0.6,0.2
Cc1ccc(S(=O)(=O)N2CCCCC2)c2nsnc12,-2.5,0.0,3.8,7.7,10.9,-0.6,1.5,4.8,0.7,-5.4

# Complete entries as entered above. Order of screens: HSF1 inh | SKKanGAS inh | aSyn 5UTR inh | AI-2 QS mod | HSP90 refold inh | HIF activator | KLF5 inhibitor | IEC-6 tox | Platelet DG rel | HSF1 activator
# Results for NC(=O)CCc1c[nH]c2ccccc12 : -9.2 | 0.8 | -9.0 | 13.9 | -5.9 | -0.2 | -19.8 | -10.7 | 2.2 | -12.3
# Results for CCn1c(SCC(=O)Nc2c(C)n(C)n(-c3ccccc3)c2=O)nc2c1c(=O)n(C)c(=O)n2C : 2.9 | 0.1 | 4.6 | 26.0 | 3.6 | -0.5 | -8.7 | 1.0 | -2.2 | -3.5
# Results for CC1=CC2=NC(=O)CC(C)(C(=O)N(CC(=O)NC3CCCC3)Cc3ccc(Cl)cc3)N2C=C1 (configuration not stated) : -5.6 | -0.9 | -5.9 | 12.0 | 0.3 | -0.2 | 14.1 | 2.2 | 0.7 | -21.0
# Results for N#CCCn1nc(-c2ccccc2)c2ccccc2c1=O : 1.1 | -1.6 | 24.1 | -0.2 | 0.3 | -8.4 | -26.2 | -1.6 | 5.2 | -7.8

# Screens from PubChem.
